CRFR2-BP ag – agonists of human CRF-binding protein/CRF-R2 receptor complex | HEK293 CRF-R2/CRF-BP, calcium dye fluorescence (FLIPR); percent of saturating CRF peptide response | activation, % at 13.2 µM | 350,000 tested, 0.46% active | AID 588473;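 active = activation of at least 50%, plus an integration ratio under a set limit after plate pattern correction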;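 note: plate controls were neutral control wells without compound for no effect and CRF at EC100 for full effect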
GalR3 antagonist – antagonists of human GalR3; O60755; inhibition, % at 3 µM; AID 651719; HEK293 GalR3-CNG cAMP membrane potential fluorescence; galR3 body fused to GalR1 C-terminus; 360,000 tested, 0.44% active;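 active = inhibition above the screen-wide average plus 3 SD, cut at about 13% in these data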;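 note: forskolin and galanin both at EC90 stimulate the cells; cAMP rise reported by CNG channel membrane potential dye signal; 0% = forskolin plus galanin with DMSO and 100% = forskolin alone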
Target sequence (O60755 1-299 limits assumed): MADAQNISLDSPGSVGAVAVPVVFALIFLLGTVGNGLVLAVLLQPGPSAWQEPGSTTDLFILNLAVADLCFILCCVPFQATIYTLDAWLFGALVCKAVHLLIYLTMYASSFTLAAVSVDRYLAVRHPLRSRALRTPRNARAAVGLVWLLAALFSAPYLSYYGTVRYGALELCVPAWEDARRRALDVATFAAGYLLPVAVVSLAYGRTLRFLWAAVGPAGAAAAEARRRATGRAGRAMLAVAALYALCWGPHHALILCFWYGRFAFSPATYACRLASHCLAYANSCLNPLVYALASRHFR
CHRM4 PAM – potentiates acetylcholine response at human M4 receptor; P08173; CHO-K1 hM4/Gqi5, Fluo-8 calcium fluorescence, ACh EC20; 0% = ACh EC20, 100% = maximal ACh; activation, % at 3 µM; 360,000 tested, 0.4% active; AID 624126;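 active = activation above its plate's cutoff, the mean activation of sample wells plus 3 SD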; note: some results filed as inactive read as strong as hits
IDE cell activ – activators of human insulin-degrading enzyme in cells | P14735 | HEK cells, FAbeta-B cleavage, fluorescence polarization; 0% vehicle, 100% cell-free pure enzyme wells | activation, % at 5.96 µM | 340,000 tested, 0.073% active | AID 493087;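 active = activation above the mean of all tested compounds plus 3 SD, set per screening campaign, cut at about 17% in these data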
CRFR2-BP antag – CRF-BP/CRF-R2 complex antagonism | HEK293 CRF-R2/CRF-BP, CRF-induced calcium fluorescence | inhibition, % at 11.8 µM | 350,000 tested, 0.59% active | AID 588475;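 active = inhibition of the ligand-induced calcium signal above about 50% at the single tested concentration, limit read from the data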
IDE inh – cellular human IDE inhibition; HEK cells, FAbetaB cleavage, fluorescence polarization; 320,000 tested, 0.41% active; inhibition, % at 5.59 µM;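 active = percent inhibition above the average of all tested compounds plus 3 SD, set per screening campaign, cut at about 16% in these data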;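 note: IDE supplied by intact live HEK cells; FP after avidin binding of uncleaved biotin substrate so inhibition keeps polarization high; 0% = DMSO wells and 100% = 60 µM reference IDE inhibitor Ii1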
pCIP destab – lowers stability of the mouse p/CIP coactivator protein. F442A p/CIP-EGFP cells, EGFP fluorescence, 16 h. decrease of EGFP signal, % at 10 µM. 290,000 tested, 0.01% active;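 active = EGFP signal decrease of at least 30% at 10 µM or well 3 SD below plate mean, unless failing retest; inactive = the rest, including hits failing retest or dose response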; note: some compounds called inactive have numbers as strong as hits; many of its hits are not listed in these tables
MEKK3 PB1 HTS – modulators (inhibitors or enhancers) of MEK5 binding to human MEKK3 PB1 domain; bead-based flow cytometry, Alexa488-MEK5 binding to MEKK3; actives lie on both sides; 0 = blocked by unlabeled MEK5, 100 = vehicle; binding response (% of control), % at 10 µM; 290,000 tested, 1.4% active; AID 1529;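 active = binding response more than 3 SD above or below the average of its plate-row segment, actives on both sides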;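 note: Alexa488 bead fluorescence after subtracting the streptavidin-only scavenger bead signal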
Target sequence (Q99759 whole entry, looked up, the tested form may be a part): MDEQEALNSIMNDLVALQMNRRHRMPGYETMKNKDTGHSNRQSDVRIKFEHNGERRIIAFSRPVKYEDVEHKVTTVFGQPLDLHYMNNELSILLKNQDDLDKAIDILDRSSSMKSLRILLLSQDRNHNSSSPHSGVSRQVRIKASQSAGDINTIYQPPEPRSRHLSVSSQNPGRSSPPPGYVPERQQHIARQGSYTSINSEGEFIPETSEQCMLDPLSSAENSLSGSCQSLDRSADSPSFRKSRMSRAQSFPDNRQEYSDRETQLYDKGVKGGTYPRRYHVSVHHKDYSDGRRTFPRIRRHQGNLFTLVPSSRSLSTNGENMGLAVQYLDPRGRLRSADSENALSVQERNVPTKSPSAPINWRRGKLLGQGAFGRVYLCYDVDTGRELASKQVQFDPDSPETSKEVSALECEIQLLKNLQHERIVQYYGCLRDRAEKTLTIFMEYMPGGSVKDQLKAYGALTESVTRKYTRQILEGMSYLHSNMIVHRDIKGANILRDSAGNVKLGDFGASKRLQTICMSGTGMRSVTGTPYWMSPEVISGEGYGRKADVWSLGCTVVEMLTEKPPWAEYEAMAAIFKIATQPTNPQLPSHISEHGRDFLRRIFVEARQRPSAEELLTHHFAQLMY
PHOSPHO1 block – inhibitors of human PHOSPHO1 phosphatase. Q8TCT1. recombinant PHOSPHO1, absorbance phosphatase assay. inhibition, % at 13.3 µM. 290,000 tested, 1.1% active; in the data active = inhibition above about 60%
Numbers without * were called inactive; / = not tested or not shown.

SMILES | CRFR2-BP ag | GalR3 antagonist | CHRM4 PAM | IDE cell activ | CRFR2-BP antag | IDE inh | pCIP destab | MEKK3 PB1 HTS | PHOSPHO1 block
CCCc1nnc(NC(=O)C(CC)OC(=O)c2cc(C)nc3ccccc23)s1 (stereo unspecified) | -1.6 | -2 | -3 | 2 | -18 | 2 | -5 | 98 | 1
CCOC(=O)NNc1ccc2nonc2c1[N+](=O)[O-] | -0.2 | / | / | / | -3 | 5 | -7 | 92 | 37
CCC(C)N(CCNC(=O)c1ccc2c(c1)NC(=O)c1ccccc1S2)C1CCCCC1 (stereo unspecified) | -1.1 | -7 | -12 | 0 | -32 | 4 | 10 | 97 | 12
O=C(c1ccccc1)N1CCOC12CCN(c1ncc(C(F)(F)F)cc1Cl)CC2 | 1.6 | -4 | -2 | 5 | 6 | 3 | -1 | 103 | -10
CCCS(=O)(=O)c1nc(S(=O)(=O)c2ccc(Cl)cc2)c(N2CCC(O)CC2)s1 | -0.1 | -8 | 1 | 1 | -6 | -9 | -10 | 100 | 34
CNS(=O)(=O)c1cccc(C(=O)OCC(=O)Nc2ccc(Cl)cc2F)c1 | -1.0 | -6 | -9 | 4 | 16 | 2 | -12 | 99 | 12
CCOc1ccc(C(C)=O)cc1CSc1nnc(-c2cccs2)n1CC1CCCO1 (stereo unspecified) | -1.0 | -3 | -12 | 1 | 29 | 14 | -7 | 101 | 9
S=c1nc[nH]c2c1ncn2-c1ccc(Cl)cc1 | -0.4 | -6 | 4 | -10 | -6 | / | / | / | /
CSc1ccc(Cl)c(C(=O)NCCOc2cc(C(C)C)ccc2C)c1 | 2.7 | -3 | -11 | 7 | -8 | 4 | -2 | 106 | 21
O=S(=O)(N/N=C\c1c(F)cccc1Cl)c1ccc(Cl)cc1 | -0.1 | 0 | 1 | 0 | 23 | 3 | -12 | 107 | -12
CCOc1ccc(C(=O)c2cnc3ccccc3c2N2CCN(CC)CC2)cc1 | -0.9 | 0 | 3 | 0 | -1 | 2 | 2 | 84 | 49
CCCCCCCN(c1ccccc1)[C@@H]1C[C@H]2CCCC(=O)N3CC[C@@H](C1)[C@@H]23 | -0.9 | -7 | -5 | 3 | -17 | / | / | / | /
COc1cccc(C(=O)NNC(=O)C(=O)Nc2ccc(C)c(Cl)c2)c1 | 1.0 | 6 | -1 | 0 | 4 | 0 | -6 | 105 | 40
COc1ccc(/C=N\NS(=O)(=O)c2ccc(C)cc2)cc1COc1ccccc1[N+](=O)[O-] | -0.2 | -1 | -4 | -5 | -2 | -2 | -8 | 104 | 3
CCCCn1nnc(NC(=O)CCC)n1 | -0.8 | -4 | -1 | -3 | 10 | -2 | -1 | 93 | 1
CN(CC1COCCO1)c1nc2nonc2nc1N1CCSCC1 (stereo unspecified) | 0.4 | -3 | -1 | -2 | 9 | 1 | -5 | 105 | 5
COCCCNC(=O)c1cc(-c2cccnc2)nc2ccc(S(=O)(=O)N3CCCCCC3)cc12 | -0.7 | 1 | 6 | 6 | 14 | -6 | -1 | 99 | 49
CCS(=O)(=O)N1CCC(C(=O)Nc2ccc(C(C)=O)cc2)CC1 | 0.1 | -5 | -1 | 0 | 0 | 3 | -11 | 98 | 30
NNc1nnc2c3cc(F)ccc3n(Cc3ccccc3)c2n1 | -4.5 | 2 | 6 | 2 | 2 | 0 | -11 | 102 | 24
CCCc1cc(=O)[nH]c(SCC(=O)N2CCN(S(=O)(=O)c3ccc(C)cc3C)CC2)n1 | -0.4 | 2 | -2 | 3 | 5 | 3 | 5 | 101 | -7
c1ccc(CNn2c(N3CCOCC3)nc3ccccc32)cc1 | -0.4 | -6 | -7 | 3 | 0 | / | -4 | 101 | -3
CC(=O)N1CCN(S(=O)(=O)c2ccc(C)cc2)C1c1ccc(N(C)C)cc1 (stereo unspecified) | -1.5 | -4 | 3 | 2 | -10 | -1 | -6 | 89 | -3
CC(=O)c1ccc(OCc2cc(C(=O)N3CCCCCCC3)no2)cc1 | 0.4 | 0 | 1 | 3 | 10 | / | -24 | 100 | 41
O=C(NCCc1ccccc1)C1=CCN(S(=O)(=O)c2ccccc2)CC1 | -1.5 | -7 | 1 | 7 | -26 | -1 | -8 | 93 | 47
COc1ccccc1C(=O)Nc1nc2nc(-c3ccccc3)cc(=O)n2[nH]1 | 3.6 | -4 | 9 | 0 | 19 | 7 | 8 | 103 | 19
Other results follow.
SMILES | CRFR2-BP ag | GalR3 antagonist | CHRM4 PAM | IDE cell activ | CRFR2-BP antag | IDE inh | pCIP destab | MEKK3 PB1 HTS | PHOSPHO1 block
COC(=O)[C@H]1[C@H]2C[C@H]3c4[nH]c5ccccc5c4CCN3C[C@H]2CC[C@@H]1O | 0.7 | -1 | -3 | 6 | 26 | -2 | 20 | 101 | -6
Cc1cc(Nc2ccc(Br)cc2)nc2ccccc12 | 2.5 | -8 | 3 | 2 | -31 | 2 | / | / | /
O=C(COC(=O)CSc1ccccc1)NNC(=O)c1ccc([N+](=O)[O-])cc1 | 2.9 | -1 | 2 | 4 | 2 | -1 | -8 | 108 | 15
COc1ccc(/C(N)=N/OC(=O)Cc2ccc(C)cc2)cc1OC | 0.8 | -4 | -1 | 4 | 8 | -2 | 9 | 103 | -9
COC(=O)c1scc2c(Oc3ccccc3)cc(C(F)(F)F)nc12 | 1.6 | / | / | / | 0 | -5 | 4 | 95 | 12
O=C(CSc1cn[nH]n1)Nc1ccccc1F | 0.6 | 1 | 0 | 1 | 2 | 2 | / | / | /
COc1ccc(OCCSc2nnc(Cc3cccc4ccccc34)n2N)cc1 | -3.7 | -6 | 0 | -5 | 22 | -1 | -9 | 105 | 16
Cc1cc(NC(=O)c2ccco2)ccc1NC(=O)Cc1cccs1 | -0.2 | 1 | -5 | 4 | 2 | -3 | 0 | 94 | 15
COc1cccc(C(=O)Nc2cccc(-c3ccc(N4CCOCC4)nn3)c2)c1OC | -2.3 | -2 | 3 | 2 | 2 | -2 | / | / | /
COc1cccc(NS(=O)(=O)c2ccc3c(c2)C2C=CCC2C(c2ccc(C(=O)O)cc2)N3)c1 (stereo unspecified) | 1.8 | -2 | -4 | 2 | -9 | -5 | -3 | 100 | -7
O=C(O)c1cc2c(=O)c3ccccc3oc2nc1C(F)(F)F | 0.8 | -12 | 8 | -3 | -6 | -1 | -10 | 104 | 33
CC(C)(CNC(=O)c1ccc(S(=O)(=O)Nc2ccc(Cl)cc2)cc1)N1CCOCC1 | 26 | 0 | -1 | -5 | -33 | 0 | / | / | /
O=c1[nH]nc(Cc2ccc(-c3cccc(Cl)c3)o2)c2ccccc12 | -0.5 | 0 | -9 | -7 | -3 | 0 | 0 | 103 | 18
COc1ccc(S(=O)(=O)NC(C)C(=O)N2CCCCCC2)cc1 (stereo unspecified) | -0.4 | 1 | -4 | 1 | 3 | 1 | -4 | 101 | 10
COc1ccc(NC(=O)C23CCC(C)(C(=O)C2)C3(C)C)cc1 (stereo unspecified) | -0.1 | 0 | 5 | 6 | -5 | -1 | -6 | 101 | 13
Cc1ccc(S(=O)(=O)NCCC(=O)NCc2ccccc2)cc1 | -1.1 | -7 | -7 | 0 | -4 | -7 | -11 | 110 | 18
COc1ccc(NC(=O)c2cnc3n(c2=O)CCS3)cc1OC | -0.2 | 0 | 1 | 1 | 8 | 0 | -7 | 100 | -14
CCC1CCCCN1CCCNC(=O)CNC(=O)c1nn(-c2ccc(OC)c(Cl)c2)c(=O)c2ccccc12 (stereo unspecified) | -0.8 | -2 | -18 | 1 | -5 | 5 | 0 | 98 | 4
O=C(NCCOc1ccccc1Cl)C(=O)Nc1ccccc1 | -2.1 | 2 | 2 | 1 | -4 | 1 | -10 | 87 | 1
COc1ccc(C2=CC(=O)CC(C)(C)C2)cc1OC | -2.5 | -5 | 14 | 6 | 0 | 9 | / | / | /
Cc1cc(O)c(S(=O)(=O)c2ccccc2)c(C)c1NS(=O)(=O)c1ccccc1 | -0.8 | 0 | -16 | 3 | 5 | -1 | -23 | 99 | 40
Clc1ccc(OCCCNCc2ccccc2)c2ccccc12 | 11 | -11 | -5 | 6 | -9 | -6 | -13 | 117 | 29
CCOC(=O)N1CCN(CC(O)COCc2ccc(Cl)cc2)CC1 (stereo unspecified) | -4.4 | 4 | 2 | 5 | 14 | / | -10 | 112 | -29
CCOc1ncccc1C(=O)NCc1ccc(C)cc1 | 2.2 | -1 | 0 | 0 | 9 | 2 | -9 | 100 | 1
CN(Cc1ccccc1)S(=O)(=O)c1ccc(Cl)c(C(=O)NCc2cccnc2)c1 | -2.0 | -3 | 0 | 4 | 8 | -4 | / | / | /

Three compounds out of the list above, ordered by the number in MEKK3 PB1 HTS, high to low.
SMILES | CRFR2-BP ag | GalR3 antagonist | CHRM4 PAM | IDE cell activ | CRFR2-BP antag | IDE inh | pCIP destab | MEKK3 PB1 HTS | PHOSPHO1 block
CCOC(=O)N1CCN(CC(O)COCc2ccc(Cl)cc2)CC1 (stereo unspecified) | -4.4 | 4 | 2 | 5 | 14 | / | -10 | 112 | -29
COc1ccc(OCCSc2nnc(Cc3cccc4ccccc34)n2N)cc1 | -3.7 | -6 | 0 | -5 | 22 | -1 | -9 | 105 | 16
COC(=O)c1scc2c(Oc3ccccc3)cc(C(F)(F)F)nc12 | 1.6 | / | / | / | 0 | -5 | 4 | 95 | 12

The results go on.
SMILES | CRFR2-BP ag | GalR3 antagonist | CHRM4 PAM | IDE cell activ | CRFR2-BP antag | IDE inh | pCIP destab | MEKK3 PB1 HTS | PHOSPHO1 block
O=C(O)c1ccc(S(=O)(=O)Nc2ccc(F)c(Cl)c2)cc1 | -2.4 | -6 | 13 | 1 | 11 | -5 | 5 | 104 | 14
Cc1ccc(N(C(=O)Cn2nnc(-c3ccc(F)cc3)n2)C(CC(C)C)C(=O)NCC2CCCO2)cc1 (stereo unspecified) | -1.0 | -8 | 12 | -1 | 14 | 1 | 2 | 102 | 3
Cc1ccc(N2CC(C(=O)N3CCC(c4nc5ccccc5[nH]4)CC3)CC2=O)cc1C (stereo unspecified) | -0.6 | -2 | -3 | -4 | -4 | -1 | / | / | /
CC1=C(C(=O)N(C)C)CC(CC(=O)NC2CCCCC2)C(=O)N1Cc1ccccc1 (stereo unspecified) | 2.9 | -5 | 8 | / | -9 | / | / | / | /
CCN(c1ccc(C(=O)CN2C(=O)NC3(CCOc4ccccc43)C2=O)cc1)S(C)(=O)=O (stereo unspecified) | 1.4 | -1 | -2 | 6 | 4 | -2 | / | / | /
CCN(C1CCS(=O)(=O)C1)S(=O)(=O)c1ccc2ccccc2c1 (stereo unspecified) | -3.4 | -5 | 16 | 0 | 6 | 8 | / | / | /
COc1cccc(OCCN2CCN(c3ncnc4c3cnn4-c3ccccc3)CC2)c1 | -0.4 | -3 | -4 | 7 | -33 | 2 | -1 | 104 | 14
C=CCSc1nnc(-c2nnc(SCC=C)n2-c2ccccc2)n1-c1ccccc1 | -0.2 | -5 | -8 | -9 | -8 | 8 | -1 | 86 | 37
CCOC(=O)c1cnc(COc2ccccc2Cl)[nH]c1=O | -1.3 | -7 | -7 | 8 | 0 | -1 | -21 | 90 | -8
O=C(O)C1CCC(c2ccc(-c3ccccc3)cc2)CC1 (stereo unspecified) | -0.2 | -4 | 3 | 2 | 13 | -2 | -4 | 94 | 30
COc1ccccc1C(=O)Nc1ccnn1C1CCN(Cc2ccc3nonc3c2)CC1 | -1.2 | 1 | -7 | 4 | -17 | -1 | -6 | 102 | 19
COc1ccc2oc(CS(=O)c3ccccc3)c(C(=O)O)c2c1 (stereo unspecified) | -0.9 | -12 | 0 | 2 | 22 | 5 | 0 | 104 | 8
CC1Cc2ccccc2N1C(=O)CCn1c(=O)sc2ccccc21 (stereo unspecified) | 0.3 | / | -2 | 4 | -12 | 1 | -6 | 109 | 31
CC(=O)c1cccc([N+](=O)[O-])c1 | -1.9 | -2 | 8 | 8 | 1 | 6 | / | / | /

Compound activity as filed in PubChem BioAssay.
